# Compound activity (PubChem)
# MsrA inh – inhibits bovine methionine sulfoxide reductase A; purified bovine MsrA, absorbance read-out; inhibition, % at 15.5 µM; actives 0.75% (n = 360,000); in the data active means inhibition above about 4.5%;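 further: 0% = vehicle wells with enzyme and 100% = reference inhibitor wells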
# MT1-MMP act inh – blocks activation of human MT1-MMP; P50281; HT1080 RFP-PRO-GFP cells, GFP/RFP ratio fluorescence, overnight; percent of plate control window, DMSO zero; GFP/RFP ratio change, % at 20 µM; actives 0.061% (n = 360,000);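 active means GFP/RFP ratio change of at least 30% with cell ATP level not reduced by more than half and red fluorescence within 50% of control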; further: strong numbers were not always called active
#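 Assay system: RFP-PRO-GFP reporter HT1080 cells; read-out basis: GFP/RFP fluorescence ratio; benchmarks: DMSO wells and RFP-L50D-GFP cells; doses: 20 µM single dose, 1% DMSO; schedule: overnight cell settling, then overnight compound exposure, 37 °C, 5% CO2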
# CSN deneddyl inh – inhibitors of human CSN-mediated cullin deneddylation. Q92905. inhibition, % at 12.5 µM. Purified CSN, SCF-Nedd8-OG deneddylation, fluorescence polarization. AID 651999. actives 0.38% (n = 360,000);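 active means pattern-corrected inhibition above about 35%, with an unprinted fluorescence ratio check between 0.5 and 1.5, limit read from the data, passing the limit was not always enough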;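 further: 0% = enzyme with substrate and 100% = substrate without enzyme; some results filed as inactive read as strong as hits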
# Target sequence (Q92905 whole entry, looked up, one chain of several): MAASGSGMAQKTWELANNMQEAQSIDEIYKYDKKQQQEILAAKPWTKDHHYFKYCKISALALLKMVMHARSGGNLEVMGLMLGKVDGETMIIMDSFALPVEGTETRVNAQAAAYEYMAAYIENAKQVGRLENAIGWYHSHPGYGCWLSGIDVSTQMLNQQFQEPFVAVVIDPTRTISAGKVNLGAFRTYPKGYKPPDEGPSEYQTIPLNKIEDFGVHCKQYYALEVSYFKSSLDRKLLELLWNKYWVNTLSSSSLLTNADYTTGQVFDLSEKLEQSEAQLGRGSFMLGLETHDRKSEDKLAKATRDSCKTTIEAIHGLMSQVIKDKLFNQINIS
#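 Assay system: purified human Csn5 enzyme expressed in HEK293T cells; Input: 0.24 nM Csn5 enzyme, final concentration; Reagent: 10 nM SCFSkp2-Nedd8OG; Compound dosing: 12.5 µM single point; Times: reaction 90 min, room temperature; Technique: fluorescence polarization readout.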
# The depositor's hits bear a star; · = no result given; & = joins results of further samples.
# Start of the listing, in advance (23 entries):
SMILES,MsrA inh,MT1-MMP act inh,CSN deneddyl inh
CC(=O)NCC1=C(c2ccc(S(C)(=O)=O)cc2)C[C@@H]2CC[C@H]1N2CCOc1ccccc1,0.3,·,·
O=c1[nH]c(=S)n(C2CC2)c(O)c1C=NCCc1ccccc1,0.5,·,·
CN1CC[C@@H]2CN[C@H](c3ccccc3)C[C@@H]21,1.8,·,·
CCCCCOc1ccc(C)cc1CN(CCCl)CCCl,-1.6,·,·
COc1ccccc1N,0.1,·,·
OC1CN2CCC(O)C2C(O)C1O (stereo not drawn),0.2,·,·
O=C1CC[C@@]2(O)[C@H]3Cc4ccc(O)c5c4[C@@]2(CCN3CC2CC2)C1O5 (stereo partly drawn),-0.4&0.0,·,·
CCOc1cc(C=C2C(=O)NC(=O)NC2=O)cc([N+](=O)[O-])c1O,2.6,·,·
C[C@H](Cc1ccc(OCC(=O)O)cc1)NC[C@H](O)c1cccc(Cl)c1,-1.4,·,·
COc1cc(OC)cc(C(=O)NCCN2CCC3(CC2)C(=O)NCN3c2ccccc2)c1,0.0,·,·
O=C1NC(=O)N(c2ccccc2F)C(=O)/C1=C/c1cn(CC(=O)N2CCOCC2)c2ccccc12,2.8,·,·
O=c1c2ccccc2[nH]c(=S)n1-c1cccnc1,-0.6,·,·
O=C(NCCN1CCC2(CC1)C(=O)NCN2c1ccccc1)C(c1ccccc1)c1ccccc1,0.7,·,·
COc1ccc(-[n+]2c(-c3ccccc3)cc(-c3ccccc3)cc2-c2ccccc2)cc1,2.6,·,·
O=C(NC1CCCCC1)N1Cc2cc(Br)ccc2-n2nncc2C1,-1.0,·,·
O=C(C1CCCN(S(=O)(=O)c2cccc3nsnc23)C1)N1CCC2(CC1)OCCO2 (stereo not drawn),-0.3,·,·
O=C(NCCN1CCC2(CC1)C(=O)NCN2c1ccccc1)c1ccc(Cl)c(Cl)c1,-0.4,·,·
C[C@H]1CN([C@@H](C)CO)C(=O)CCCn2cc(nn2)CO[C@@H]1CN(C)C(=O)Oc1cccc2ccccc12,0.3,·,·
Cc1cc(N2CCNC[C@H]2C)ccc1N1CCN[C@@H](C)C1,0.3,·,·
OC1CN2CCCC(O)C2C1O (stereo not drawn),-0.4,·,·
C[C@H]1CNCCN1c1ccc(N2CC[C@H](O)C2)c(C#N)c1,-1.0,·,·
Clc1ccc([C@H]2CC3CCC2N3)cn1 (stereo partly drawn),-0.6&-1.0,·,·
Cc1cc(N2CCNC[C@@H]2C)ccc1N1CC[C@@H](O)C1,-1.6,·,·

# Main list, from the first entry:
SMILES,MsrA inh,MT1-MMP act inh,CSN deneddyl inh
CC(=O)NCC1=C(c2ccc(S(C)(=O)=O)cc2)C[C@@H]2CC[C@H]1N2CCOc1ccccc1,0.3,·,·
O=c1[nH]c(=S)n(C2CC2)c(O)c1C=NCCc1ccccc1,0.5,·,·
CN1CC[C@@H]2CN[C@H](c3ccccc3)C[C@@H]21,1.8,·,·
CCCCCOc1ccc(C)cc1CN(CCCl)CCCl,-1.6,·,·
COc1ccccc1N,0.1,·,·
OC1CN2CCC(O)C2C(O)C1O (stereo not drawn),0.2,·,·
O=C1CC[C@@]2(O)[C@H]3Cc4ccc(O)c5c4[C@@]2(CCN3CC2CC2)C1O5 (stereo partly drawn),-0.4&0.0,·,·
CCOc1cc(C=C2C(=O)NC(=O)NC2=O)cc([N+](=O)[O-])c1O,2.6,·,·
C[C@H](Cc1ccc(OCC(=O)O)cc1)NC[C@H](O)c1cccc(Cl)c1,-1.4,·,·
COc1cc(OC)cc(C(=O)NCCN2CCC3(CC2)C(=O)NCN3c2ccccc2)c1,0.0,·,·
O=C1NC(=O)N(c2ccccc2F)C(=O)/C1=C/c1cn(CC(=O)N2CCOCC2)c2ccccc12,2.8,·,·
O=c1c2ccccc2[nH]c(=S)n1-c1cccnc1,-0.6,·,·
O=C(NCCN1CCC2(CC1)C(=O)NCN2c1ccccc1)C(c1ccccc1)c1ccccc1,0.7,·,·
COc1ccc(-[n+]2c(-c3ccccc3)cc(-c3ccccc3)cc2-c2ccccc2)cc1,2.6,·,·
O=C(NC1CCCCC1)N1Cc2cc(Br)ccc2-n2nncc2C1,-1.0,·,·
O=C(C1CCCN(S(=O)(=O)c2cccc3nsnc23)C1)N1CCC2(CC1)OCCO2 (stereo not drawn),-0.3,·,·
O=C(NCCN1CCC2(CC1)C(=O)NCN2c1ccccc1)c1ccc(Cl)c(Cl)c1,-0.4,·,·
C[C@H]1CN([C@@H](C)CO)C(=O)CCCn2cc(nn2)CO[C@@H]1CN(C)C(=O)Oc1cccc2ccccc12,0.3,·,·
Cc1cc(N2CCNC[C@H]2C)ccc1N1CCN[C@@H](C)C1,0.3,·,·
OC1CN2CCCC(O)C2C1O (stereo not drawn),-0.4,·,·
C[C@H]1CNCCN1c1ccc(N2CC[C@H](O)C2)c(C#N)c1,-1.0,·,·
Clc1ccc([C@H]2CC3CCC2N3)cn1 (stereo partly drawn),-0.6&-1.0,·,·
Cc1cc(N2CCNC[C@@H]2C)ccc1N1CC[C@@H](O)C1,-1.6,·,·
Cc1ccc(-n2c(O)c(/C=N/Nc3ccccc3)c(=O)[nH]c2=O)cc1C,-0.2,·,·
CC(C)OC(=O)C1C(c2ccc(I)cc2)CC2CCC1N2C (stereo not drawn),-1.3,·,·
SMILES,MsrA inh,MT1-MMP act inh,CSN deneddyl inh
CCOC(=O)C1=CC(=C2C(=O)N(CC)C(=S)N(CC)C2=O)c2ccccc2O1,4.2,·,·
CC(C)n1c(=O)c(C=Nc2ccc(Cl)cc2)c(O)n(Cc2ccco2)c1=O,1.1,·,·
CCCCCn1c(N)c(C(=O)NCc2cccs2)c2nc3ccccc3nc21,0.6,·,·
CC(C)c1ccc(N2C(=O)NC(=O)/C(=C\C=C\c3ccco3)C2=O)cc1,-1.2,·,·
COC(=O)C1C(c2ccccc2)CC2CCC1N2C (stereo not drawn),-1.1,·,·
O=C(NCCN1CCC2(CC1)C(=O)NCN2c1ccccc1)c1ccc(F)cc1,1.5,·,·
Cc1cc(N2CCNC[C@H]2C)ccc1N1CCN[C@H](C)C1,1.0,·,·
COC(=O)C1C(c2ccc(C)cc2)CC2CCC1N2C (stereo not drawn),-1.1,·,·
COc1ccc2nc(-c3ccc(CN4CCC(n5c(=O)[nH]c6cc(Cl)ccc65)CC4)cc3)c(-c3ccccc3)nc2c1,1.3,·,·
CC(C)NC1(c2ccccc2)CCCCC1,-0.5,·,·
CNC(C)Cc1ccc(OC)cc1 (stereo not drawn),-1.0,·,·
CN1CCC2(CC1)NC(=O)c1ccccc1N2,-0.1,·,·
CC1(C)OC(c2ccccc2)=C/C(=C/C=C2C(=O)NC(=S)NC2=O)O1,2.5,·,·
O=C(Nc1cccc(Cl)c1)c1c(O)c2c(n(Cc3ccco3)c1=O)CCCC2,-1.4,·,·
CC(N)Cc1ccc(O)cc1 (stereo not drawn),-1.4&-1.0,·,·
COc1cccc(N2C(=O)NC(=O)/C(=C/c3ccc4c5c(cccc35)CC4)C2=O)c1,1.1,·,·
Brc1ccc2c(c1)-n1nncc1CNC2,-0.5,·,·
COOCC1(C(=O)OC)C[C@H](c2ccc(OC)cc2)N(Cc2ccccc2OC)[C@@H]1c1ccccc1C (stereo partly drawn),1.0,1.1,3.7
Cc1ccc(C(O)(C(=O)OC(C)C)C(O)c2ccc(F)cc2)cc1 (stereo not drawn),0.2,-3.1,0.5

# Some of the compounds tested; rates above refer to the full screens.
